# mHTT CaM bind – mutant huntingtin-calmodulin interaction inhibitors – biochemical, AlphaScreen, primary screen. 3.6% of 190,000 active. AID 1671202, 2021. AlphaScreen His-mHTT/GST-CaM binding, luminescence. inhibition, % at 15 µM;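 note: 0% = both proteins with DMSO and 100% = one protein alone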
# Pf apPOL block – Pf-apPOL inhibitors, biochemical, fluorescence; Plasmodium falciparum apicoplast DNA polymerase (apPOL); Recombinant Pf-apPOL, molecular beacon fluorescence, 1.5 h; inhibition, % at 10 µM; 0.25% of 210,000 active; AID 1794808, 2022
# * hit, by the source's call; x = no result given; & = joins results of further samples; ! = not active in a repeat. Cut-off read from the data, not from the text of the source: active = inhibition above about 50%; inactive = the rest. These rows are one share of the data; the hit share may differ from the screen's.
# Order of values – mHTT CaM bind, Pf apPOL block
COc1ccc(NC(=O)Cn2c(-c3ccccc3F)nc3ccccc3c2=O)cc1Cl
 : 7, 3
C=CCc1ccccc1OCC(O)CN1CCN(c2ccc(OC)cc2)CC1 (stereo unspecified)
 : 54*!, 0&1
COc1ccccc1NC(=O)C1CC=CCC1C(=O)NC1CCCCC1 (stereo unspecified)
 : 35, 34
CC1C(=O)N(Cc2cn(CC3CCCCC3)nn2)CCS(=O)(=O)N1Cc1ccc(-c2cccc(N(C)C)c2)cc1 (stereo unspecified)
 : 66*, -2
O=C(c1ccccc1)N1CCC(CCOc2cccc(F)c2)CC1
 : 0, -2
COc1ccccc1CNC(=O)Cn1nc(C(F)(F)F)cc1C
 : 2, -3
CC(C)C[C@H]1COc2cccc(F)c2S(=O)(=O)N1Cc1cn(Cc2ccc(F)cc2)nn1
 : -4, -4
COc1ccc(NC(=O)c2cc3n(n2)C(C(F)(F)F)CC(c2ccco2)N3)cc1 (stereo unspecified)
 : -1, -5
CCN1C(=O)C(CC(=O)NC2CCCCC2)Sc2ncccc21 (stereo unspecified)
 : -6, -1
S=C(NCc1ccco1)Nc1cccc2ccccc12
 : x, -6&-9
C[C@H]1[C@@H]2C[C@H]([C@H]3CCCCN31)[C@H](OC(=O)Nc1ccc(C(F)(F)F)cc1)C2
 : 76*, -3
COc1ccc(CSc2nnc(N)s2)cc1[N+](=O)[O-]
 : 2, 0
CCOC(=O)C1CCN(C(=O)c2cc(C)n(C(C)(C)C)n2)CC1
 : x, -12
Cc1c(C)c2ccc(OCC(N)=O)c(C)c2oc1=O
 : -3, -8
CC1(C(=O)NC2CCCCC2)Cn2c(cc3sccc32)C(=O)N1C1CCCCCC1 (stereo unspecified)
 : -7, -2
N#CC1(C#N)C(N)=C(C(=O)O)C2=CCCCC2C1c1cccc(C(F)(F)F)c1 (stereo unspecified)
 : 17, 3
C=CCNC(=O)N1CCN(Cc2nc3ccccc3n2Cc2ccccc2)CC1
 : -7, -8
O=C(COc1coc(CN2CCc3ccccc3C2)cc1=O)Nc1cccc(F)c1
 : -12, 5
CN(C)C(=O)C1CCN(c2nc3ccc(-c4ccccc4F)nc3s2)CC1
 : 14, -13
CCCn1c(=N)c(C(=O)NCCN2CCOCC2)cc2c(=O)n3ccccc3nc21
 : 6, -9
COc1cc2c(cc1O)C=NCC2
 : 0, x
COc1ccc(-c2nc(-c3ccccc3)no2)cc1OC
 : -14, 4
O=C1OC(c2ccccc2F)=N/C1=C\c1cccs1
 : 0, 5
COCCn1c(C2CCN(S(=O)(=O)c3ccc(Cl)cc3)C2)nc2cccnc21 (stereo unspecified)
 : -3, -8
COc1ccc(CC2(C)OC(c3ccc([N+](=O)[O-])cc3)=NN2C(C)=O)cc1 (stereo unspecified)
 : 6, -12
O=C(Cn1cc2c(n1)CCCCC2)Nc1c(F)c(F)c(F)c(F)c1F
 : 4, -7
CC(C)CC(=O)N1CCCN(c2ccc(NC(=O)c3ccccc3Cl)cn2)CC1
 : 5, -4
COCC(O)CSc1nc2ccccc2s1 (stereo unspecified)
 : -6, 0
CCc1cc(C2CCCN2Cc2ccc(SC)cc2)on1 (stereo unspecified)
 : -4, 1
O=[N+]([O-])c1ccc2nc(CCCCc3nc4ccc([N+](=O)[O-])cc4[nH]3)[nH]c2c1
 : 14, 3
O=C1NN(c2ccccc2)C(=O)/C1=C/c1ccc(-c2ccccc2F)o1
 : 10, -8
O=S1(=O)c2c(cccc2N2CC[C@@H](O)C2)OCCCN1C1CC1
 : -10, 0
CCOC(=O)c1sc(N)c(C(=O)OCC)c1C
 : -10, x
CS(=O)(=O)Oc1cc2c(cc1[N+](=O)[O-])OCO2
 : -4, x
COc1ccc(CN(C(C)=O)C2CC(=O)N(c3ccc(Cl)cc3)C2=O)cc1 (stereo unspecified)
 : 2, 2
COc1cc(/C=C2\N=C(c3cc(OC)c(OC)c(OC)c3)OC2=O)cc(OC)c1OC
 : 8, -3
CCS(=O)(=O)c1ccc2oc(=O)c(C=C(O)c3ccc(OC)cc3)nc2c1
 : 5, 1
O=C(Nc1ccccc1-c1nc2ccccc2[nH]1)c1coc2ccccc2c1=O
 : 34, 5
Cc1ccc(OCC(=O)Nc2ccc([N+](=O)[O-])cc2)c(Br)c1
 : 10, -6
Cc1nc(C)c(C(=O)Nc2ccc(F)cc2Cl)s1
 : 0, -3
CC1C(=O)N(c2ccc3c(c2)OCO3)CCN1C(=O)c1ccccc1Cl (stereo unspecified)
 : 2, 0
CS(=O)(=O)C(C#N)=Cc1ccsc1C=C(C#N)S(C)(=O)=O
 : x, 5
COC(=O)c1ccc(Cl)cc1NC(=O)N1CCCn2nc(-c3cccs3)cc2C1
 : 10, -7
Cc1nnc(SCC(=O)c2ccc3c(c2)OCO3)s1
 : -2, 6
Fc1ccc2c(c1)C(=NNc1ncc(C(F)(F)F)cc1Cl)CCS2
 : x, -7
O=C(Nc1nc(-c2ccccc2)cs1)c1ccc2c(c1)OCO2
 : 1, -6
CC1CCc2c(cnc3c(C(=O)NCc4ccc5c(c4)OCO5)cnn23)C1 (stereo unspecified)
 : 5, -5
COc1ccc(OC)c(C2N(c3ccc(Cl)cc3)C(=O)C3CCCN32)c1 (stereo unspecified)
 : 73*, -1
Cc1cccc(C)c1NC(=O)c1ccc(-c2cccc(Cl)c2Cl)o1
 : 1, 0
CC1CCC2(CC1)NC(=O)N(CC(=O)NCCC1=CCCCC1)C2=O (stereo unspecified)
 : -1, -4
CCC(=O)N1CCc2cc(N3CC(C(=O)NCc4ccccc4F)CC3=O)ccc21 (stereo unspecified)
 : -2, -4
CN(C)CC1CN(S(=O)(=O)C2CC2)CC12CCOCC2 (stereo unspecified)
 : -5, -7
Cc1ccc(-n2nnnc2-c2cnc(-c3ccccc3)nc2-c2ccc(Cl)cc2)cc1
 : x, 4
O=S(=O)(NCC1(CO)CC1)c1ccc(OC(F)(F)F)cc1
 : -11, -2
CCCCN(C)C(=O)CC1Sc2ncccc2N(CCC)C1=O (stereo unspecified)
 : -1, -1
C=CCn1c(C(C)Oc2ccc(Cl)cc2)n[nH]c1=S (stereo unspecified)
 : x, -5
COc1cccc(C2CC(c3ccco3)=NN2C(C)=O)c1O (stereo unspecified)
 : -14, -9
O=C(Cn1c(-c2cscn2)nc2ccccc21)Nc1ccc(Cl)cc1
 : 15, -3
CCN(CC)CCN1C(=O)C(=O)C(=C(O)c2ccc(F)cc2)C1c1ccco1 (stereo unspecified)
 : 0, -2
Cc1cccc(N2CCN(C(=O)C3CCN(Cc4ccc(Cl)cc4)CC3)CC2)c1C
 : 33, -2

# Entries shown so far that contain a furan ring, fused or not, in the order listed:
# Order of values – mHTT CaM bind, Pf apPOL block
COc1ccc(NC(=O)c2cc3n(n2)C(C(F)(F)F)CC(c2ccco2)N3)cc1 (stereo unspecified)
 : -1, -5
S=C(NCc1ccco1)Nc1cccc2ccccc12
 : x, -6&-9
O=C1NN(c2ccccc2)C(=O)/C1=C/c1ccc(-c2ccccc2F)o1
 : 10, -8
Cc1cccc(C)c1NC(=O)c1ccc(-c2cccc(Cl)c2Cl)o1
 : 1, 0
COc1cccc(C2CC(c3ccco3)=NN2C(C)=O)c1O (stereo unspecified)
 : -14, -9
CCN(CC)CCN1C(=O)C(=O)C(=C(O)c2ccc(F)cc2)C1c1ccco1 (stereo unspecified)
 : 0, -2

# Following part.
# Order of values – mHTT CaM bind, Pf apPOL block
O=C(O)c1cccc(NC2SC(=O)N(c3ccccc3)C2=O)c1 (stereo unspecified)
 : -3, -9
O=C(c1cccc(Cl)c1)N1CCC2(C1)NC(=O)N(Cc1ccccc1)C2=O (stereo unspecified)
 : 11, -4
O=C1S/C(=C\c2ccc(O)c([N+](=O)[O-])c2)C(=O)N1c1cccc(Cl)c1
 : 27, 3
COc1ccc(C(=O)Nc2cccc(-c3nc4cc(Cl)ccc4o3)c2C)cc1[N+](=O)[O-]
 : 2, 0
COc1ccc(-c2coc3cc(O)cc(C)c3c2=O)cc1
 : -2, -6
O=C(NCCNS(=O)(=O)c1ccc(C(F)(F)F)cc1)N1CCOCC1
 : x, -4
COc1ccccc1N1C(=O)C2C(c3ccc(C)cc3)NC(CC(C)C)(C(=O)O)C2C1=O (stereo unspecified)
 : -1, -4
COc1ccc(CNC(=O)Nc2cc(SC)ccc2C)cc1
 : x, -8&-6
CN(CCC#N)C12CC3CC(CC(C3)C1)C2
 : -4, -1
CCCN1C(=O)Cc2ccccc2C1C(=O)NCCCOC (stereo unspecified)
 : 16, -2
Brc1ccc(-c2nc(-c3cccc(-c4ccn[nH]4)c3)no2)o1
 : 20, 3
O=C(Nc1ccccc1F)N1CCc2nc[nH]c2C1
 : -5, 0
COC(=O)C1CN(Cc2ccc(C)cc2)CCS(=O)(=O)N1Cc1cn(Cc2ccc(OC)cc2)nn1 (stereo unspecified)
 : 11, -4
Cc1ccc(C(=O)N2CCn3c(nnc3C(C)C)C2)s1
 : 0, -3
O=C1/C(=C/c2ccc([N+](=O)[O-])cc2)CC2CC1C/C(=C\c1ccc([N+](=O)[O-])cc1)C2=O
 : 27, 0
O=C1CC2(CCN(C(=O)c3ccc([N+](=O)[O-])cc3)CC2)Oc2ccccc21
 : -3, -1
COc1ccc(N2CN=c3s/c(=C\c4cccc(Br)c4)c(=O)n3C2)cc1
 : 12, -8
COc1ccc(CSCC(=O)O)cc1C(=O)O
 : 0, -2
O=C(CN1CCC(c2nc(-c3ccc(F)cc3)no2)CC1)NCc1ccccc1Cl
 : 13, 0
Cc1ccc(S(=O)(=O)N(CC(=O)O)Cc2ccccc2F)cc1
 : -2, 0
CCn1c(=O)c(NCc2cc(F)ccc2F)nc2ccncc21
 : -2, -2
COc1ccccc1NC(=O)N1CCC(c2cnn(-c3cccc(F)c3)c2)CC1
 : -17, -5
CCOc1ccc(-c2cc(=O)n(CCCC(=O)Nc3cccc(SC)c3)cn2)cc1
 : 15, -12
COc1ccc(-n2nc3c(c2NC(=O)c2ccc([N+](=O)[O-])cc2)CS(=O)(=O)C3)cc1
 : 11, -4
C=CCc1cc(OC)ccc1OCCCCN1CCOCC1
 : 5, -8
Cc1ccc(C(=O)N2CCCN(Cc3nc(-c4cccc(F)c4)no3)CC2)c(C)c1
 : 39, -1
COc1cccc2cc(C(=O)NCC3(O)CCOc4ccccc43)c(=O)oc12 (stereo unspecified)
 : 22, -1
CSC(=C(C#N)C(=O)C1CC1)N1CCOCC1
 : x, -9
COc1ccc(OC)c(NS(=O)(=O)c2ccc(-c3ccccc3)cc2)c1
 : 40, -9
C=CCNC(SCc1ccccn1)=C(C#N)C#N
 : 12, x
CC(C)CN1CCC(C(=O)N(CCO)Cc2ccccc2)CC1
 : 3, -4
O=C(CCc1cn(Cc2ccccc2)c2ccccc12)NCc1cccs1
 : 4, -10
Cc1cc(S(=O)(=O)N2CCC(c3cc(N)on3)CC2)ccc1F
 : -4, -12
COCCn1c(=N)c(C(=O)NCCc2ccccc2)cc2c(=O)n3cccc(C)c3nc21
 : -2, 6
CC(C)C(=O)N1CCCc2ccc(NC(=O)c3ccc(F)c(F)c3)cc21
 : -11, -2
O=C(O)c1cc(Cl)c(Cl)cc1C(=O)Nc1ccc(Cl)cc1
 : -2, -4
COc1ccc(Cl)cc1NC(=O)c1ccc(-n2c(C)ccc2C)cc1
 : 8, -2
CC(=O)Nc1ccc(S(=O)(=O)NN2C(=O)c3ccccc3C2=O)cc1
 : -1, 0
CC(=O)OCc1ccc(C=C(C#N)S(=O)(=O)c2ccc(Cl)cc2)o1
 : x, 3
C=CCc1cc(OC)ccc1OCCCCN1CCN(C)CC1
 : 13, -15
Cc1ccc(C(CC(=O)NC(C)(C)C)c2ccccc2)c(O)c1 (stereo unspecified)
 : 27, -12
O=C(NCCC1CC1(Cl)Cl)c1ccc([N+](=O)[O-])cc1 (stereo unspecified)
 : x, -10
COc1ccc(C(=O)N2CCCC(c3cccc(C(=O)NC4CCCCC4)c3)C2)cc1 (stereo unspecified)
 : 21, 0
O=C(O)CC(CC(=O)Oc1ccccc1N1CCCCC1)c1ccccc1 (stereo unspecified)
 : x, -5&7
O=C1C2C3c4ccccc4C(c4ccccc43)C2C(=O)N1O (stereo unspecified)
 : -8, -12
O=C1NC(=O)/C(=C\c2ccc(OCc3cccc(C(=O)O)c3)c(Cl)c2)N1
 : 17, -3
O=C(NCCc1nc(-c2ccc(Br)cc2)no1)c1ccccc1Cl
 : -10, -3
Cn1nc(C(C)(C)C)cc1C(=O)NC1CCCCNC1=O (stereo unspecified)
 : x, -15
COCCC(=O)N1CCC(Cc2nc3cccnc3n2CC(C)C)C1 (stereo unspecified)
 : 0, 2
O=C(NCC(O)c1ccc(C(F)(F)F)cc1)C12CC3CC(CC(C3)C1)C2 (stereo unspecified)
 : -4, -3
N#Cc1c(SCC(=O)Nc2cccc(F)c2)nc2c(c1-c1ccco1)CCCC2
 : 7, -9
O=C(CC1CCN(C(=O)C2CCCCC2)CC1)NCc1ccccc1F
 : 14, -5
C[C@H]1COc2cccc(N3CCC[C@H]3CO)c2S(=O)(=O)N1
 : -6, -2
O=C(CN1CCOCC1)N1CCCCC1c1nc(-c2ccncc2)no1 (stereo unspecified)
 : 0, 0
O=C(NCc1ccc(F)cc1F)C1CCN(C(=O)NCc2cccs2)CC1
 : -6, 4
O=C(c1cnccn1)N1CCCC(c2nncn2Cc2ccccc2)C1 (stereo unspecified)
 : 0, -3

# Looked up one by one from the entries so far (seven):
# Order of values – mHTT CaM bind, Pf apPOL block
CC(=O)Nc1ccc(S(=O)(=O)NN2C(=O)c3ccccc3C2=O)cc1
 : -1, 0
O=C(O)CC(CC(=O)Oc1ccccc1N1CCCCC1)c1ccccc1 (stereo unspecified)
 : x, -5&7
COc1ccc(Cl)cc1NC(=O)c1ccc(-n2c(C)ccc2C)cc1
 : 8, -2
COCCC(=O)N1CCC(Cc2nc3cccnc3n2CC(C)C)C1 (stereo unspecified)
 : 0, 2
C=CCc1cc(OC)ccc1OCCCCN1CCN(C)CC1
 : 13, -15
CC(C)C(=O)N1CCCc2ccc(NC(=O)c3ccc(F)c(F)c3)cc21
 : -11, -2
O=C(c1cnccn1)N1CCCC(c2nncn2Cc2ccccc2)C1 (stereo unspecified)
 : 0, -3

# Bioassay records: PubChem, University of Kansas High Throughput Screening Laboratory
